# Compound activity as filed in PubChem BioAssay.
# tim23-1 inh: inhibits growth of tim23-1 mutant yeast. S. cerevisiae tim23-1 growth, BacTiter-Glo luminescence, 24 h. inhibition, % at 20 µM. 330,000 compounds, 1.3% hits;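 active means growth inhibition of the mutant yeast at or above 50%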;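 further: temperature-sensitive mutant grown at 25 °C; plate controls were DMSO-treated mutant yeast for no effect and medium wells lacking yeast for full effect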
# 697 NFkB inh: inhibitors of the PMA/ionomycin-induced NF-kB reporter in 697 B cells; 697 B-cell NF-kB luciferase reporter, 16 h; inhibition, % at 4 µM; AID 435022; 330,000 compounds, 0.33% hits; in the data active means inhibition above about 35%
# tim10-1 inh: tim10-1 yeast growth inhibition; S. cerevisiae tim10-1 ts strain growth, BacTiter-Glo, 24 h; inhibition, % at 20 µM; 330,000 compounds, 2.2% hits;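 active means inhibition of at least 40%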;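 further: mutant grown at 25 °C; 0% = DMSO wells with yeast and 100% = wells holding no yeast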
# Mdm2 MdmX PPI: disrupts the human Mdm2-MdmX interaction; O15151+Q00987; SaOS-2 split-luciferase Mdm2/MdmX complementation, luminescence; inhibition, % at 8 µM; 330,000 compounds, 3% hits;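 active means inhibition of at least 50% at 8 µM in the primary screen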
# Target sequence (O15151 whole entry, looked up): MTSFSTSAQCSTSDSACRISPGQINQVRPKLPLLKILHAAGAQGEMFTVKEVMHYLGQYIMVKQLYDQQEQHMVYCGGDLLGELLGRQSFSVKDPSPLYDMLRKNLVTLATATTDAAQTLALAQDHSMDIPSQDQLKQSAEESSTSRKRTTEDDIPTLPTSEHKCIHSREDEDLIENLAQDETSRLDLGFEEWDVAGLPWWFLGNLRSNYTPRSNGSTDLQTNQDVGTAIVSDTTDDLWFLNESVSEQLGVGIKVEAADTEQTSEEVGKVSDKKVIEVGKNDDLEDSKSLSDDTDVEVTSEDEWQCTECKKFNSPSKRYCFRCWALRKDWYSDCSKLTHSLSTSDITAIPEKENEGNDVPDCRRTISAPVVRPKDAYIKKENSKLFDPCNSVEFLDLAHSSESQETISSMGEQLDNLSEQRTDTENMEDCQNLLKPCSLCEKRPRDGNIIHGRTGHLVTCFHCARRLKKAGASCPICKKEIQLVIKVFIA
# Target sequence (Q00987 whole entry, looked up): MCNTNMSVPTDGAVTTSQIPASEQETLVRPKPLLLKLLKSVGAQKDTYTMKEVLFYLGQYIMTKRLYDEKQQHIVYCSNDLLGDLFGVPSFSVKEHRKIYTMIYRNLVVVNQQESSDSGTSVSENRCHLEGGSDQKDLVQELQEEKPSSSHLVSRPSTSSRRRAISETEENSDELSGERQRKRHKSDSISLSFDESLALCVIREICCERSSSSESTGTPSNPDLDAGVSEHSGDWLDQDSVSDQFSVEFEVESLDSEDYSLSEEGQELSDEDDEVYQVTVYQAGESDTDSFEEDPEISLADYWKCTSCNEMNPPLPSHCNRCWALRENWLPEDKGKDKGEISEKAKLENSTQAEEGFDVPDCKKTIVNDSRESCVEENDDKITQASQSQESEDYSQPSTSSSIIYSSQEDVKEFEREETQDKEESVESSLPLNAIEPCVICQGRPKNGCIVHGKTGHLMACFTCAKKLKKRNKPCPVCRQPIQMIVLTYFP
# CHOP UPR activ: activators of apoptotic arm of unfolded protein response (CHOP). CHO-CHOP luciferase reporter, UPR activation, luminescence; percent of tunicamycin response over DMSO baseline. activation, % at 10 µM. 330,000 compounds, 0.34% hits. AID 449763;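 active means at 10 µM dose, activation of 40% or more, normalized to positive control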;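 further: 100% = tunicamycin at 10 µg/mL and 0% = DMSO alone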
#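 Evaluation: % reporter activation, DMSO baseline versus tunicamycin full activation; System: CHO-CHOP luciferase reporter cell line; Input: 500 cells/well; Incubation: 6 h compound treatment, 37 °C; Measured by: Steady-Glo luciferase luminescence; Dosing: one dose, 10 µM in 0.5% DMSO; Buffer or medium: F12 medium, 10% FBS; Benchmarks: positive tunicamycin 10 µg/mL, negative DMSO alone.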
# Jurkat NFkB inh: inhibitors of the PMA/ionomycin-induced NF-kB reporter in Jurkat cells | PMA/ionomycin-induced NF-kB luciferase reporter, luminescence | inhibition, % at 4 µM | 330,000 compounds, 0.53% hits; in the data active means inhibition above about 50%
# TIM10 inh: inhibits growth of TIM10 yeast strain | 330,000 compounds, 1.4% hits | AID 463195 | S. cerevisiae TIM10 strain growth, BacTiter-Glo luminescence, 24 h | inhibition, % at 10 µM;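 active means inhibition of 40% or more at the single tested concentration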;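 further: wild-type TIM10 isogenic control strain grown at permissive 25 °C; 0% = DMSO yeast wells and 100% = minimal medium wells without yeast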
# XBP1 UPR activ: adaptive UPR (XBP1) activation; 330,000 compounds, 0.33% hits; activation, % at 20 µM; CHO-XBP1 luciferase reporter, IRE1-XBP1 UPR activation, luminescence; percent of tunicamycin response, DMSO as zero; AID 463104;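 active means versus positive control, 20 µM dose yields 30% or more activation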;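 further: 100% = tunicamycin at 10 µg/mL and 0% = DMSO only wells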
#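 Test system: CHO-XBP1 luciferase reporter cells | Buffer or medium: Serum-containing F12 medium, 10% FBS | Schedule: 6 h compound exposure at 37 °C, 5% CO2 | Detection: Steady-Glo luciferase glow luminescence, 10 min after reagent addition | Read-out basis: Activation, % of tunicamycin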
# An asterisk follows results filed as active.
SMILES,tim23-1 inh,697 NFkB inh,tim10-1 inh,Mdm2 MdmX PPI,CHOP UPR activ,Jurkat NFkB inh,TIM10 inh,XBP1 UPR activ
CCOC(=O)N1CCN(c2c(NC3CCN(Cc4ccccc4)CC3)c(=O)c2=O)CC1,4,16,8,4,-0.1,-2,-12,1
COc1ccc([N+](=O)[O-])cc1COc1cc(C)cc2oc(=O)cc(-c3ccccc3)c12,11,11,19,45,-0.6,15,-13,0
CCCC(=O)Nc1cccc(NC(=O)c2ccc([N+](=O)[O-])cc2Cl)c1,25,7,13,19,-1.6,0,4,-1
COc1ccc([N+](=O)[O-])cc1NCC(=O)Nc1cccc(S(=O)(=O)N2CCCC2)c1,-7,24,-6,31,3.3,-14,-1,-3
COc1cc(OC)cc(C(=O)N2CCC(N3CCN(c4ccccc4)CC3)CC2)c1,28,-3,5,7,0.6,7,11,-1
CC(NC(=O)c1ccco1)C(=O)O (stereo unspecified),-15,11,-15,11,-1.7,10,-6,-4
Cc1nnc(SCC(=O)N(C)CC(=O)Nc2ccc(F)cc2)n1Cc1ccccc1,4,11,0,-16,-0.1,4,-9,-2
COc1ccc(C(CNC(=O)CN2C(=O)NC3(CCCC3)C2=O)N(C)C)cc1 (stereo unspecified),-3,-16,-3,0,0.5,-7,15,1
CCOc1ccc(NC(=O)CN2C(=O)c3ccccc3C2=O)cc1,-14,-2,-14,17,0.9,5,-7,-1
CCn1c(=O)c2c3c(sc2n(C)c1=O)CCC3,14,34,5,18,-0.4,-8,3,3
Cc1c(Cl)c(C(=O)N2CCCc3ccccc32)nn1C,8,-11,18,23,-0.1,7,6,2
CC(OC(=O)Cc1ccccc1[N+](=O)[O-])C(=O)NC(=O)NC1CCCCC1 (stereo unspecified),11,6,10,13,-1.8,-4,-13,-6
COc1ccc(C)cc1NC(=O)CCCNC(=O)Cn1cnc2sc(C)c(C)c2c1=O,2,8,-12,11,-1.3,1,2,-2
O=C(COC(=O)CCS(=O)(=O)c1ccc(Cl)cc1)NCCc1ccc(Cl)cc1Cl,20,-6,35,14,0.2,-6,-1,-1
O=C(NC1CCCCC1)N1CCN(C2CCCCC2)CC1,6,3,1,6,-1.9,-18,-3,1
CCCCNC(=S)Nc1ccc2[nH]c(=O)[nH]c2c1,7,1,18,15,0.0,-2,-6,1
CCOc1ccccc1NC(=O)CNC(=O)c1nn(-c2ccc(OC)c(OC)c2)c(=O)c2ccccc12,9,1,1,39,1.0,17,9,0
CN(c1ccc(F)cc1)S(=O)(=O)c1ccc2[nH]cc(C(=O)O)c(=O)c2c1,9,7,3,-2,0.0,5,8,-2
O=C1C(=O)N(CCCn2ccnc2)C(c2cccnc2)/C1=C(/O)c1ccc(F)cc1 (stereo unspecified),-8,22,7,-18,1.9,8,0,2
CC(C)(C)OC(=O)N1CCN(C(=O)OCC2c3ccccc3-c3ccccc32)CC1C(=O)O (stereo unspecified),0,-30,7,-5,0.5,-16,-4,2
COc1ccc([C@@H]2[C@@H]3C(=O)N(C(C)(C)C)C(=O)[C@@H]3[C@]3(C)C(=O)N(c4ccc(C(F)(F)F)cc4)C(=O)N23)cc1,12,2,18,11,5.2,-4,8,1
COC(=O)c1c(C)[nH]c(C(=O)OC(C)C(=O)N2CCOCC2)c1C (stereo unspecified),8,-4,6,8,3.3,-15,-8,1
Cc1ccc(C(=O)Nc2cccc(N3C(=O)C4CCC(C)CC4C3=O)c2)cc1 (stereo unspecified),18,-4,14,2,0.6,-1,19,-5
COc1ccc(C(=O)Nc2ccc(N3CCC(C)CC3)cc2)cc1Br,7,9,8,-6,0.6,-6,-11,-1
Clc1ccc(-n2cccc2CN2CCc3c([nH]c4ccccc34)C2c2ccccn2)nc1 (stereo unspecified),38,0,28,-31,1.9,-18,24,-1
COc1ccccc1NC(=O)c1ccc(NC(=O)CN2CCCC2)cc1,15,20,0,11,0.8,-27,-18,-1
COc1ccc(NC(=O)Nc2ccc(O)c3ccccc23)cc1,1,8,14,27,1.8,-6,16,-4
CCc1ccc(C(c2c(C)nn(-c3ccccc3)c2N)c2c(C)nn(-c3ccccc3)c2N)cc1,13,-46,21,3,4.3,8,33,-1
Cc1ccc(Oc2ncnc(N)c2[N+](=O)[O-])cc1,7,1,16,-20,1.2,0,-1,-1
CCc1cc2c(=O)c(-c3nc4ccccc4n3C)coc2c(CN2CCN(C)CC2)c1O,9,-33,20,-16,-1.3,-10,-3,-1
Cc1ccc(Cn2nc(C)c(NC(=O)c3cc(C)no3)c2C)cc1,-6,9,-10,-24,0.6,5,-19,0
O=C(CCc1nc2ccccc2c(=O)[nH]1)Nc1cc(C(F)(F)F)ccc1N1CCOCC1,-11,5,-11,21,-1.0,8,-5,3
CCO[C@H]1OC(C(=O)N2CCOCC2)=C[C@@H](c2ccc(C(F)(F)F)cc2)[C@@H]1CCCO,6,24,-3,3,-2.3,-10,0,-1
O=C(O)c1ccc(Cn2ccc3ccccc32)o1,-1,-3,-12,27,-1.1,1,-4,-3
N#Cc1nc(-c2cccs2)oc1NCc1ccco1,15,6,23,-3,0.9,-7,-9,2
Cc1ccc(NC(=O)C2=C(O)c3sccc3N(C)S2(=O)=O)cc1,16,-1,18,7,-1.5,-12,-4,1
Cc1cc(OC(C)C)c2c(-c3ccccc3)cc(=O)oc2c1,-1,20,22,12,-1.5,9,-26,0
CCOc1cccc2sc(N(CCN(C)C)C(=O)CCS(=O)(=O)c3ccccc3)nc12,13,5,7,-26,0.8,-5,1,-4
O=C(Nc1ccon1)Nc1cc(Cl)ccc1Cl,34,10,38,16,2.9,12,33,0
COc1ccc(/C=C/C(=O)NC(=S)Nc2ccccc2C(=O)NC2CCCCC2)cc1,5,9,6,31,0.1,-4,11,2
O=C(O)CC(NC(=O)C12CC3CC(CC(C3)C1)C2)c1ccc(OC2CCCC2)cc1 (stereo unspecified),3,-36,14,-16,-0.5,-21,14,2
Cc1ccc(COc2coc(CO)cc2=O)cc1,-3,-23,7,-8,-0.9,-24,0,2
COc1ccc(OC)c(NC(=O)[C@@H]2CCCN2C(=O)c2cccs2)c1,-3,17,0,17,-0.5,2,9,-4
CN(C)c1ccc(CNC2CC(C)(C)NC(C)(C)C2)cc1,3,-11,0,-17,-0.4,-4,-10,-1
CCOC(=O)c1nnc(-c2ccc(C)cc2)nc1Oc1ccc(Cl)cc1Cl,43,-8,50*,20,31,-4,17,94*
Cc1ccc(OCc2nnc(N)s2)cc1C,-5,-44,-9,1,2.6,-34,-16,-3
CC1CN(S(=O)(=O)c2cccc(C(=O)OCC(=O)NCc3ccccc3)c2)CC(C)O1 (stereo unspecified),9,11,9,20,1.6,-7,7,1
O=C(CSc1ccc(-c2ccccc2)nn1)NC1CCCC1,13,-35,6,24,0.4,0,2,-1
Cc1c(C(=O)Nc2nnc(C3CC3)s2)oc2ccccc12,12,-134,10,-136,6.3,-61,-4,1
CC(NC(=O)c1ccc(F)cc1F)C1CC2CCC1C2 (stereo unspecified),27,7,20,14,1.1,-24,-9,-1
CC(C)(C)c1cc(C2=CSC3=NCCN23)cc(C(C)(C)C)c1O,-22,-20,3,36,1.8,9,-34,-5
COc1ccc(NC(=O)C(c2ccccc2)N(C)C(=O)c2ccc(=O)[nH]c2)cc1 (stereo unspecified),13,-27,12,12,-0.6,8,-12,0
C(/C=C/c1ccccc1)=N/N1CCN(c2ccccc2)CC1,6,-41,16,-61,6.1,-59,7,1
CN(CC(=O)Nc1ccc(Cl)c(C(F)(F)F)c1)C(=O)CCC(=O)c1ccccc1,16,-6,-17,22,0.2,-8,6,0
NC(=O)C1(N2CCCCC2)CCN(Cc2ccc(Br)cc2)CC1,9,-28,1,-7,-0.9,-18,-2,-5
c1ccc(OCc2nnnn2-c2ccccc2)cc1,13,-37,27,8,0.5,3,-11,-1
N#Cc1ccc(OC(=O)C2CCN(C3=NS(=O)(=O)c4ccccc43)CC2)cc1,0,25,5,6,0.4,0,-3,-1
Cc1ccc(C)c(N(C(=O)c2ccco2)C(C(=O)NC2CCCC2)c2ccco2)c1 (stereo unspecified),18,1,12,-6,0.6,-28,3,-5
O=C(NCCSCc1c(F)cccc1Cl)c1ccco1,14,-2,15,-2,0.4,0,17,1
Cc1cc(F)c(F)c(C(=O)N2CCOCC2)c1Cl,12,-9,4,1,-1.5,9,-4,0

# Some of these compounds in order of length of the SMILES, low to high:
SMILES,tim23-1 inh,697 NFkB inh,tim10-1 inh,Mdm2 MdmX PPI,CHOP UPR activ,Jurkat NFkB inh,TIM10 inh,XBP1 UPR activ
Cc1ccc(OCc2nnc(N)s2)cc1C,-5,-44,-9,1,2.6,-34,-16,-3
Cc1c(C(=O)Nc2nnc(C3CC3)s2)oc2ccccc12,12,-134,10,-136,6.3,-61,-4,1
CN(CC(=O)Nc1ccc(Cl)c(C(F)(F)F)c1)C(=O)CCC(=O)c1ccccc1,16,-6,-17,22,0.2,-8,6,0

# Two entries from above, bar-delimited:
compound | tim23-1 inh | 697 NFkB inh | tim10-1 inh | Mdm2 MdmX PPI | CHOP UPR activ | Jurkat NFkB inh | TIM10 inh | XBP1 UPR activ
NC(=O)C1(N2CCCCC2)CCN(Cc2ccc(Br)cc2)CC1 | 9 | -28 | 1 | -7 | -0.9 | -18 | -2 | -5
c1ccc(OCc2nnnn2-c2ccccc2)cc1 | 13 | -37 | 27 | 8 | 0.5 | 3 | -11 | -1

# (continued)
SMILES,tim23-1 inh,697 NFkB inh,tim10-1 inh,Mdm2 MdmX PPI,CHOP UPR activ,Jurkat NFkB inh,TIM10 inh,XBP1 UPR activ
C/C(CC(=O)N1CCN(C=O)CC1)=N\NC(=O)c1cccc([N+](=O)[O-])c1,-5,8,6,-8,0.7,6,5,0
O=C(COC(=O)CCc1ccc(S(=O)(=O)N2CCOCC2)cc1)Nc1ccccc1OC(F)F,7,-19,6,9,20,-17,-8,-1
C=CCn1c(Sc2nc(C)cs2)nc2c1c(=O)[nH]c(=O)n2C,11,17,4,-7,-0.8,4,6,0
CCOc1ccccc1OCCCC(=O)NNC(=O)c1nn(C)c(=O)c2ccccc12,-15,-1,7,-5,0.2,4,6,-1
COc1cccc(-n2c(N)c(-c3nc4ccccc4[nH]3)sc2=S)c1,36,4,8,20,2.0,-1,7,2
Cn1nc(C(=O)N2CCc3ccccc3C2)c2ccccc2c1=O,17,2,1,16,1.4,-12,-10,-6
CCOc1cc(CNCc2cccnc2)cc(Br)c1OCC(N)=O,0,7,-6,14,0.3,0,12,-6
CC(C)(C)OC(=O)N[C@@H](Cc1ccccc1)C(=O)NCC1CCC(C(=O)O)CC1 (stereo partly specified),14,-5,8,6,-2.0,-4,-6,1
O=C(O)c1ccc(N=Cc2c(O)ccc3ccccc23)cc1,58*,-20,8,5,2.5,3,12,-6
CC1(C)Cc2nc3oc4c(N(CCO)Cc5ccccc5)ncnc4c3cc2CO1,-9,-4,8,11,1.3,7,18,0
CCOC(=O)CC1CCCCN1C(=O)c1ccc2nc(CCOC)oc2c1 (stereo unspecified),-2,-10,1,2,5.0,2,8,-4
Cc1cccnc1NC(=O)CSc1nnc(Cc2ccccc2)o1,11,-14,9,-6,-1.7,8,-7,-6
CCCCNC(=O)CN1C(=O)C(CC)Oc2ccc(Cl)cc21 (stereo unspecified),20,6,19,-1,0.9,-4,2,1
CCOC(=O)CN(C(=O)CN1CCC(n2nnc3cc(C)ccc32)CC1)c1ccccc1,0,-31,24,5,-0.3,-6,26,1
COc1ccc2nc(N3CCOCC3)cc(C)c2c1,18,-87,20,-44,2.9,-97,10,-1

# Individual results from the list:
# `O=C(COC(=O)CCc1ccc(S(=O)(=O)N2CCOCC2)cc1)Nc1ccccc1OC(F)F` in Mdm2 MdmX PPI: 9
# `CCCCNC(=O)CN1C(=O)C(CC)Oc2ccc(Cl)cc21` (stereo unspecified) in TIM10 inh: 2
# `O=C(O)c1ccc(N=Cc2c(O)ccc3ccccc23)cc1` in tim10-1 inh: 8
# `CC(C)(C)OC(=O)N[C@@H](Cc1ccccc1)C(=O)NCC1CCC(C(=O)O)CC1` (stereo partly specified) in Mdm2 MdmX PPI: 6
